High-throughput results as filed in PubChem.
CCT chaperon mod = High-Throughput Screening for Modulators of Cytosolic Chaperonin Activity; activity change, % (no concentration beside the values), hits read low; actives 0.3% (n = 360,000); purified chaperonin ATPase assay, HTRF ADP detection, 30 min; AID 651819, 2012; in the data active = activity change below about -30%; also: % is scaled to controls: 0 for no effect and ±100 for the full control effect
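ATPase activity: ADP formed was measured by HTRF Transcreener (665/615 nm ratio) after 30 min at 37 deg C with 10 uM ATP. Compounds screened at one 76 uM concentration against 40 or 20 nM TRiC in Tris pH 7.4/KCl/MgCl2/DTT buffer.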
MmCpn inh = Inhibitors of TCP-1 ring complex (TRiC) of Methanococcus maripaludis (MmCpn): qHTS; actives 0.031% (n = 330,000); purified Mm-Cpn ATPase, ADP Transcreener TR-FRET; Potency, µM (highest dose often 76.9 µM), for the others: at the top dose activity, negative = inhibition, usual class: inhibitors; Chaperonin Mm-Cpn (Methanococcus maripaludis); AID 504842, 2011; also: potency is read from the fitted curve at half-maximal effect; % is scaled to controls: 0 for no effect and ±100 for the full control effect; nearly all actives have a fitted effect of over 80% in size
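Eu-cryptate anti-ADP/ADP-d2 competition gives a ratio inversely related to ADP. Enzyme at 25 nM was pre-exposed to compound for 10 min, then given 10 uM ATP for 30 min, 37°C throughout.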
pAkt inh = HTS Assay for Inhibitors of Akt Phophorylation: Primary Screen; Neuro2A IGF-stimulated pAkt S473 HTRF, 20 min; stronger effect = lower value; activity change, % for hits at 50 µM; actives 0.32% (n = 360,000); AID 651550, 2012; in the data active = activity change below about -80%; inconclusive = mostly about -51% to -80%; also: % is scaled to controls: 0 for no effect and ±100 for the full control effect
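Neuro2A cells (4,500/well, DMEM with 0.5% FBS) were treated with compound at a single 50 µM final concentration, stimulated with 6 nM IGF for 20 min at 37 °C, and lysed. Phospho-Akt Ser473 was read by HTRF as 665/615 ratio ×10^4.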
D3 ag = qHTS of D3 Dopamine Receptor Agonist: qHTS; D(3) dopamine receptor (Homo sapiens), P35462; D3R DiscoveRx beta-arrestin cells, luminescence, 90 min; max activation, %; actives 0.58% (n = 410,000); AID 652048, 2013; in the data active = max activation above about 30%; also: 0% is about no effect; mostly tested at two doses, the higher about 12 µM
Target sequence (P35462 whole entry, looked up): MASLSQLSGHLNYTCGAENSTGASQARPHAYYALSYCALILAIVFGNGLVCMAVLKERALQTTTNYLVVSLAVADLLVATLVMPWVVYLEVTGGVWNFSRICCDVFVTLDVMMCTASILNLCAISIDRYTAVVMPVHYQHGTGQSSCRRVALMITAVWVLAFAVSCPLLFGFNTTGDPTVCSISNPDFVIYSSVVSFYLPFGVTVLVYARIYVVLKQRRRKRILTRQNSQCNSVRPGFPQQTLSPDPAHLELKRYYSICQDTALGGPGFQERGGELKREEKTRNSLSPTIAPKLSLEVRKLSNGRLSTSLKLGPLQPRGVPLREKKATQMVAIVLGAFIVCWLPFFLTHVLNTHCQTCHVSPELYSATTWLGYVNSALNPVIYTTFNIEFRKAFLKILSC
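Agonist mode: compounds and dopamine controls were applied to plated cells for 90 min at 37 degrees C after an overnight attachment at 1500 cells/well. Luminescent read-out followed 30 - 60 minutes at room temperature with DiscoveRx detection reagent.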
DRD3 antagonist = qHTS of D3 Dopamine Receptor Antagonist: qHTS. D(3) dopamine receptor (Homo sapiens), P35462. D3R cells, DiscoveRx beta-arrestin luminescence, antagonist mode; stronger effect = lower value. max response, negative = inhibition, %. actives 2.5% (n = 360,000); in the data active = max response below about -50%; inconclusive = no clear call, values can overlap the other calls; also: % is scaled to controls: 0 for no effect and ±100 for the full control effect; mostly tested at two doses, the higher about 12 µM
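Cells plated overnight at 1500 cells/well, then exposed to library compounds with dopamine controls for 90 minutes at 37 degrees C. DiscoveRx reagent added for 30–60 minutes at room temperature; luminescence read, quantitative HTS format.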
EPAC2 antag = qHTS for Antagonist of cAMP-regulated guanine nucleotide exchange factor 2 (EPAC2): primary screen | Rap guanine nucleotide exchange factor 4 (Homo sapiens), Q8WZA2 | EPAC2 GEF exchange of Rap1B-BODIPY-GDP, fluorescence | Potency, µM (series often up to 114 µM), inactives show at the highest dose activity, negative = inhibition, hits mostly inhibitors | actives 0.18% (n = 360,000) | AID 720708, 2013; also: potency is read from the fitted curve at half-maximal effect; % is scaled to controls: 0 for no effect and ±100 for the full control effect; nearly all actives have a fitted effect of over 45% in size; many of its hits are not listed in these tables
EPAC2 ag = qHTS for Agonist of cAMP-regulated guanine nucleotide exchange factor 4 (EPAC2): primary screen; Rap guanine nucleotide exchange factor 4 (Homo sapiens), Q8WZA2; EPAC2 activation, biochemical qHTS; response scale: 100% = 6.5 mM cAMP response; Potency, µM (doses to about 154 µM), inactives show at the highest dose activation, actives largely listed as activators; actives 0.079% (n = 360,000); AID 720711, 2013; also: potency is read from the fitted curve at half-maximal effect; nearly all actives have a fitted effect of over 50% in size
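Compounds were titrated in qHTS against a Rap1B-BODIPY-GDP (250 nM) complex with EPAC2 (100 nM) and GDP (50 uM). BODIPY-GDP release tracked at 480/540 nm over 30 min at room temperature, normalized to 6.5 mM cAMP.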
PTHR1 agonist = qHTS for PTHR1 Agonists: Primary Screen. actives 0.075% (n = 410,000). AID 743266, 2014. Potency, µM (doses to about 115 µM), without a hit: top-dose activation, usual class: activators. Parathyroid hormone/parathyroid hormone-related peptide receptor (Homo sapiens), Q03431. HEK293 GP2 PTHR1 cells, GloSensor cAMP luminescence, 1 h; also: potency is read from the fitted curve at half-maximal effect; nearly all actives have a fitted effect of over 55% in size; some results filed as inactive show a strong effect at the top dose; inactives centre near -15; many of its hits are not listed in these tables
Target sequence (Q03431 whole entry, looked up): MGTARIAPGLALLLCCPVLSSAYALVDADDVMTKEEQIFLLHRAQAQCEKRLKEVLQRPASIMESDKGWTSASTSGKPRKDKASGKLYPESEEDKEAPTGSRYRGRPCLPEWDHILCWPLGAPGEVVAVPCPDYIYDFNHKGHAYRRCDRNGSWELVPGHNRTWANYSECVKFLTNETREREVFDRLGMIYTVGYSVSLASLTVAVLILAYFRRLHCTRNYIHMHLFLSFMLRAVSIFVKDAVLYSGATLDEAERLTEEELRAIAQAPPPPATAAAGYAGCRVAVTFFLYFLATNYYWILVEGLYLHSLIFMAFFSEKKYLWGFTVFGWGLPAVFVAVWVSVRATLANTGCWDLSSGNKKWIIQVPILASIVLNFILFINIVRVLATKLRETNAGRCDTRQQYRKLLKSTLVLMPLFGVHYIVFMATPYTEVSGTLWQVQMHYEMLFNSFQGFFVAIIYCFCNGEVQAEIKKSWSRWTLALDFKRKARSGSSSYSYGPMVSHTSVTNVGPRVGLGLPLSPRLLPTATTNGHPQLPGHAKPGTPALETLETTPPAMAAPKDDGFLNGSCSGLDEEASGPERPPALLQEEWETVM
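HEK-293-derived GP2 cells expressing PTHR1 and a GloSensor cAMP reporter, 3,000/well, plated overnight, given luciferin plus IBMX (each 0.5 mM as added) for 1 h at 37 °C, then compound for 1 h at 37 °C. Luminescence was read after 15 min at room temperature.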
* = called active by the depositor; i = inactive; ? = inconclusive; nt = not tested or not shown; & = joins results of further samples; [ ] = remark or other dose. Unless noted, calls follow the shape of the dose curve; as a rule, active = well fitted curve in the direction sought with a large enough effect; inconclusive = small, poorly fitted or top-dose-only effect, or another doubt; inactive = no such curve, though single readings can be large; an effect the other way counts as inactive or inconclusive.

SMILES,pAkt inh,D3 ag,EPAC2 antag,DRD3 antagonist,PTHR1 agonist,CCT chaperon mod,EPAC2 ag,MmCpn inh
CC(C)c1ccc(O)c(NC(=S)NC(=O)c2ccc3c(c2)OCO3)c1,i,-13,-27%,?,-26%,-1.3,8%,1%
COc1cc2c(cc1NC(=O)/C=C/c1ccccc1)oc1ccccc12,i,12,-1%,6,i,-0.7,17%,-7%
Cc1cccc(C(=O)OCC(=O)NCc2ccc(Cl)cc2)c1,i,-5,-3%,-8,-23%,0.3,6%,nt
CNc1ccc(-c2ccccc2CO)cn1,i,8,5%,8,i,-1.9,4%,nt
Cc1cc2ccccc2nc1SCC(=O)Nc1nc(-c2ccccc2)cs1,i,0,-10%,20,i,2.2,0%,-15%
CCOc1ccccc1C1c2cc3c(cc2OC(C)(N2CCCC2)C1C)OCO3 (stereo not given),i,-7,6%,5,-4%,1.7,-6%,nt
COc1ccccc1N1CCN(CC(=O)NCC2CCCO2)CC1 (stereo not given),i,-19,-12%,-12,i,0.8,7%,-1%
CC(C)(C)C(=O)Nc1ccc(C(=O)NNC(=O)Cc2ccccc2)cc1,i,5,-1%,0,i,-1.4,-3%,1%
CCOc1ccc(N2CC(C(=O)NCc3ccccc3)CC2=O)cc1 (stereo not given),i,22,6%,-4,16%,-2.9,4%,1%
Cc1nnc(Cl)c2nn(-c3ccccc3)c(C)c12,i,-12,1%,0,i,-0.6,11%,2%

3 entries out of the list, arranged by heavy-atom count, largest number first:
SMILES,pAkt inh,D3 ag,EPAC2 antag,DRD3 antagonist,PTHR1 agonist,CCT chaperon mod,EPAC2 ag,MmCpn inh
CC(C)c1ccc(O)c(NC(=S)NC(=O)c2ccc3c(c2)OCO3)c1,i,-13,-27%,?,-26%,-1.3,8%,1%
COc1ccccc1N1CCN(CC(=O)NCC2CCCO2)CC1 (stereo not given),i,-19,-12%,-12,i,0.8,7%,-1%
Cc1cccc(C(=O)OCC(=O)NCc2ccc(Cl)cc2)c1,i,-5,-3%,-8,-23%,0.3,6%,nt

Next part:
SMILES,pAkt inh,D3 ag,EPAC2 antag,DRD3 antagonist,PTHR1 agonist,CCT chaperon mod,EPAC2 ag,MmCpn inh
COCCNc1nc(-c2cc3ccccc3o2)cs1,i,0,-2%,6,-46%[inhibitor],0.7,3%,-1%
Cn1c(=O)[nH]c(=O)c2c1nc(NCCCO)n2Cc1ccc(F)cc1,i,5,1%,9,i,-2.7,6%,2%
O=c1[nH]c(CN2CCOCC2)nc2scc(-c3ccccc3)c12,i,4,-4%,2,i,-3.8,7%,0%
Cc1ccc(S(=O)(=O)N2CCCCC2)cc1NC(=O)CSc1nncn1-c1ccccc1,i,-4,5%,4,-47%[inhibitor],1.7,8%,2%
CSc1ccccc1NC(=O)CSc1n[nH]c(C)c1[N+](=O)[O-],i,-14,-10%,-14,-30%,0.2,4%,1%
Cn1nnnc1Sc1ncnc2scc(-c3ccc4c(c3)OCO4)c12,nt,nt,-10%,nt,i,nt,2%,-2%
CC(=O)Nc1ccc(NC(=O)c2ccc(CSc3ccccc3)o2)cc1,i,-4,-13%,-6,-10%,-3.9,-12%,0%
CCN(c1ccc(NC(=O)COC(=O)c2cccs2)cc1)C(C)C,i,2,-21%,2,-4%,1.0,-3%,-1%
Cc1nonc1NC(=O)c1ccc(Cl)c(S(=O)(=O)N2CCCCC2)c1,-98%*,0,-1%,-22,-27%[57.5 µM],-5.1,2%,1%
CCCN(CC(=O)Nc1cc(Cl)cc(Cl)c1)CC(=O)Nc1ccc(F)c(F)c1F,i,6,-6%,20,-27%,-3.4,-5%,5%
COC(=O)c1[nH]c2cccc(OC)c2c1NC(=O)CN1CC2(C)CC1CC(C)(C)C2 (stereo not given),i,3,9%,4,i,-4.8,6%,-2%
CC(C)c1cc(=O)oc2c3c4c(cc12)CCCN4CCC3,i,9,-6%,16,i,-1.6,18%,-5%[15.4 µM]
CSCC[C@H](NC(=O)[C@H]1CC[C@H](CNC(=O)[C@@H]2CCCN2)CC1)C(=O)O,i,1,12%,23,i,-2.3,1%,?
O=C(c1ccncc1)N1CCN(C2CCC(c3ccccc3)CC2)CC1 (stereo not given),i,-6,3%,-10,-35%[inhibitor],1.0,8%,-4%
CCCCn1nc(C(=O)Nc2ccc(-n3cnnn3)cc2)c2ccccc2c1=O,i,4,1%,43,0%,1.8,0%,0%
Cc1ccc(/C(N)=N/OC(=O)N2CCOCC2)cc1,i,4,6%,-2,i,-1.2,5%,1%
COc1ccc(-c2cc3ccc(OCc4nn[nH]n4)cc3oc2=O)cc1OC,nt,0,-3%,-12,-19%,2.1,0%,-3%
CCOC(=O)Cc1csc2nc(-c3ccccc3)nn12,i,3,1%,-1,i,-15,0%,1%
CCOc1cc(N2CCOCC2)c(OCC)cc1NC(=O)COc1cccc(CC)c1,i,6,-16%,41,-20%,-2.0,-1%,0%
CC(C)c1nc(SCC(=O)NCc2ccccc2)n[nH]1,i,3,3%,16,i,-1.0,3%,-1%
Cc1c(CC(=O)N2CCN(C(=O)C3COc4ccccc4O3)CC2)c(=O)oc2cc(O)cc(O)c12 (stereo not given),i,-5,-6%,-6,?,-2.1,8%,-1%
CC(=O)Nc1nc2ccccc2n1CCN(C)C,i,-3,-3%,-15,-2%,-2.8,8%,-3%
CCCCC(CC)CNC(=O)c1cc2ccccc2c(=O)o1 (stereo not given),i,10,-8%,6,-26%,0.4,-11%,2%
Cc1ccc(C(=O)NC2CCS(=O)(=O)C2)cc1S(=O)(=O)N1CCCC1 (stereo not given),i,12,-2%,-3,i,0.0,-2%,-2%
COc1ccc(S(=O)(=O)N2CCOCC2)cc1C(=O)NCc1ccccc1CN1CCCC1,i,-1,-1%,-2,i,-3.0,7%,1%
CC(=O)N/N=C(\C)C1COc2ccccc2O1 (stereo not given),i,-4,2%,14,-11%,-0.1,16%,0%
Cc1csc(SCC(=O)NC2CCCC2)n1,i,-1,-1%,-3,i,2.2,7%,-2%
CCOc1ccc(NC(=O)COC(=O)CCN2C(=O)C3CC=CCC3C2=O)cc1OCC (stereo not given),i,2,12%,11,0%,-21,9%,0%
O=C(O)CNC(=O)C(Cc1ccccc1)NC(=O)OCc1ccccc1 (stereo not given),i,7,4%,-5,i,3.2,10%,-1%
CN(C)S(=O)(=O)c1cccc(COC(=O)CN2CCCCCC2=O)c1,i,12,3%,2,i,-1.4,3%,1%
C[C@@H](C(=O)NCc1c(F)cccc1Cl)N1C(=O)N2CCc3c([nH]c4ccccc34)[C@@]2(C)C1=O,i,-9,-22%,21,-53%[inhibitor],-1.0,-4%,1%
O=C(CN1CCOCC1)Nc1ccc([N+](=O)[O-])cc1Br,i,2,-8%,6,-14%,0.7,-1%,0%
CC1Cc2ccccc2N1S(=O)(=O)c1cccc(C(=O)N2CC(=O)Nc3ccccc32)c1 (stereo not given),i,-3,-22%,-18,-23%,-3.7,22%,0%
COC(=O)CCC(=O)Nc1c(C)n(C)n(-c2ccccc2)c1=O,i,-8,1%,-16,i,-1.1,9%,-4%
COc1ccc(NC(=O)CSc2ccc3nnc(-c4ccccn4)n3n2)cc1OC,i,8,5%,25,i,0.2,-3%,1%
CC(C)(C)NC(=O)c1ccc2c(c1)C(=O)N(C1CCCCC1)C2=O,i,-13,-5%,5,?,-0.2,12%,1%
CN(C)c1ccc(/C=N/NC(=O)CCc2nc3ccccc3[nH]2)cc1,i,1,-7%,18,-24%,3.6,2%,-3%
Cc1nc(NS(=O)(=O)c2ccccc2)sc1NC(=O)Nc1ccc(Cl)cc1,i,3,-5%,-2,-5%,-0.5,11%,-1%
CCCCN(C)c1c(C)nc2ccc(C(=O)NCCc3c[nH]c4ccccc34)cn12,i,-2,-14%,6,-12%,0.4,9%,nt
Cc1cc(C)cc(C(=O)Nc2cccc(NC(=O)c3ccco3)c2)c1,i,-5,-19%,-8,-27%,-0.9,6%,1%
O=C(COc1ccccc1F)NNC(=O)c1cccc(-n2cccc2)c1,i,-4,9%,11,i,2.4,-1%,-2%
O=C(Nc1nnc(-c2ccc(F)cc2)s1)c1c(F)cccc1Cl,i,-6,11%,-21,-5%,-1.2,7%,1%
Nc1nc(SCC(=O)C23CC4CC(CC(C4)C2)C3)n[nH]1,i,3,1%,10,0%[57.5 µM],-0.1,5%,0%
O=[N+]([O-])c1ccc(S(=O)(=O)NCC2COc3ccccc3O2)cc1 (stereo not given),i,3,-5%,-5,i,-0.4,9%,5%
O=C(NCc1ccccc1)/C(=C\c1cccc([N+](=O)[O-])c1)NC(=O)c1ccco1,i,3,-3%,12,-21%,0.0,-2%,nt
Cc1nc(SCC(=O)Nc2cc(Cl)ccc2[N+](=O)[O-])nc(C)c1C,i,0,-7%,12,-6%,1.0,10%,2%
CCOc1ccc(NC(=O)c2ccc3snnc3c2)cc1,i,3&-6,14%,-2,-20%&-7%,0.6,0%,-1%
O=c1oc2ccccc2c(Nc2cccc3cccnc23)c1[N+](=O)[O-],i,0,3%,-6,-6%,-0.1,1%,1%
COc1ccc(OC)c(NC(=O)COC(=O)CCc2nc3ccccc3c(=O)[nH]2)c1,i,-2,-1%,-27,i,-3.1,8%,-2%
O=C(NNc1ncccc1Cl)c1c(Cl)cccc1Cl,i,-12,1%,-22,i,-3.4,0%,-1%
O=C(NNc1nc(-c2ccc(Cl)cc2)cs1)c1ccco1,i,3,-4%,0,i,-2.8,-9%,-3%
O=C(NCc1ccccn1)[C@@H]1CCCN1C(=O)[C@@H]1CCCN1C(=O)c1ccc(Cl)cc1,i,4,3%,6,-20%,-2.6,6%,nt

The list is partial (hit frequency here may not be typical).
